# AmpC inh no detg = blocks E. coli AmpC beta-lactamase in detergent-free assay; AmpC nitrocefin hydrolysis, absorbance 480 nm, 0.0001% Triton; Potency, µM (series often up to 57.1 µM), without a hit: at the top dose activity change, negative = inhibition, hits mostly inhibitors; 0.52% of 330,000 active;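 also: potency is read from the fitted curve at half-maximal effect; plate controls were no compound for no effect and no enzyme for full effect; nearly all actives have a fitted effect of over 20% in size; some results filed as inactive show a strong effect at the top dose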
# Target sequence (P00811 whole entry, looked up): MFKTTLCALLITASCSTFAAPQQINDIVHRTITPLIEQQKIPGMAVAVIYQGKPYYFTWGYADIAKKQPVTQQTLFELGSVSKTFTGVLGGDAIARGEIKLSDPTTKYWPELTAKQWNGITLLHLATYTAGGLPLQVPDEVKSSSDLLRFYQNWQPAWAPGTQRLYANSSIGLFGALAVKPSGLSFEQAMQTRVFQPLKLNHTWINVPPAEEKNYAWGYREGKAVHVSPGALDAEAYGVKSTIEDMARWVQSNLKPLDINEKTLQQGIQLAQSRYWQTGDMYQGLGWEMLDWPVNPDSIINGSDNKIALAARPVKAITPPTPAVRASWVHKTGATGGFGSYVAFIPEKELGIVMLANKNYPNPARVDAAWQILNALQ
#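 20 mM phosphate pH 7.0 + 0.01% (detergent screen) or 0.0001% Triton X-100; 5.3 nM AmpC reagent; cpd preinc 15 min RT; nitrocefin (800 uM stock) to start; A480 q20 s × 4 min; Activity was normalised to no-enzyme and no-compound control wells.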
# HCMV inh = human cytomegalovirus inhibition; HFF cells, HCMV-luciferase reporter, 72 h; hits give low values; activity change, negative = inhibition, % at 57.5 µM; 4.5% of 410,000 active; AID 1259415; in the data active = activity change below about -60%; inconclusive = no clear call, values can overlap the other calls; inactive = above about -39%
#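 Cell-based, HFFs, 1000 cells/well, 16 h 37C; cpds in DMSO + HCMV-luc, MOI 1 PFU/cell; 72 h 37C; OneGlo luminescence after 5 min RT; norm. to buffer vs Salinomycin 10uM.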
# Tb PYK inh = blocks Trypanosoma brucei pyruvate kinase; Q57TT1; TbPYK enzyme, Kinase-Glo Plus ATP luminescence, 45 min; Potency, µM (highest dose often 76.8 µM), without a hit: at the top dose activity, negative = inhibition, usual class: inhibitors; 0.12% of 410,000 active; AID 624173; also: potency is read from the fitted curve at half-maximal effect; nearly all actives have a fitted effect of over 50% in size
#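 Assay buffer: 50 mM TEA pH 7.2, 100 mM KCl, 10 mM MgCl2, 0.05% BSA, 0.01% Tween-20. Pyruvate kinase from T. brucei plus substrate met compound, then ADP (130 uM final). Luminescence was read post 45 min RT.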
# LmPK inh = inhibitors of Leishmania mexicana pyruvate kinase; Potency, µM (doses to about 57.5 µM), for the others: at the highest dose activity change, negative = inhibition, hits mostly inhibitors; 0.37% of 290,000 active; Q27686; purified LmPK, Kinase-Glo ATP luminescence, 1 h; AID 1721; also: potency is read from the fitted curve at half-maximal effect
# Target sequence (Q27686 whole entry, looked up): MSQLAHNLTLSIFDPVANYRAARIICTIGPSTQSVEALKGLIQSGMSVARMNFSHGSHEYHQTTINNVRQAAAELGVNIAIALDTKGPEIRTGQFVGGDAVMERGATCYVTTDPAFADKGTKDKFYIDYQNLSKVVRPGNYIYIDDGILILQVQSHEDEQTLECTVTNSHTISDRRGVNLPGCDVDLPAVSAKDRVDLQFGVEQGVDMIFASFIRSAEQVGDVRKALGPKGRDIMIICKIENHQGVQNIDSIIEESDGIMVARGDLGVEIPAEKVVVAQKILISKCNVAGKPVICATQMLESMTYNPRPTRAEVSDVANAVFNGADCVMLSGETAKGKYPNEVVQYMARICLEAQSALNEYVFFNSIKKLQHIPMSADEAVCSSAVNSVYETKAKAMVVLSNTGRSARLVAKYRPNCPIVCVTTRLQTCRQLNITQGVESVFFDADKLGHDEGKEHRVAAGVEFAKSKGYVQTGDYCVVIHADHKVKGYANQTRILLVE
#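 qHTS format; LmPK 0.1 nM; substrates PEP 0.5 mM and ADP 0.1 mM. One-hour room-temperature incubation, then coupled luciferase luminescence; 0.5 nM enzyme wells mark activation.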
# AMA1 RON2 block = disrupts binding of P. falciparum AMA1 to RON2. AlphaScreen AMA1-biotinylated RON2 peptide binding. Potency, µM (doses to about 58.2 µM), inactives show at the highest dose activity change, negative = inhibition, hits mostly inhibitors. 0.2% of 360,000 active. AID 720542;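 also: potency is read from the fitted curve at half-maximal effect; 0% = vehicle wells and -100% = peptide control; nearly all actives have a fitted effect of over 45% in size; some results filed as inactive show a strong effect at the top dose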
#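 AMA1 (3D7) with his tag at 25 nM final met compounds first, then biotinylated RON2 peptide at 25 nM; detection used donor plus acceptor beads, 10 µg/mL apiece, read by AlphaScreen after 30 min at room temperature.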
# AmpC detergent = AmpC beta-lactamase inhibition with detergent present; Potency, µM (top dose mostly 114 µM), for inactives: top-dose activity change, negative = inhibition, hits mostly inhibitors; AmpC hydrolysis of nitrocefin, absorbance 480 nm, 0.01% Triton; P00811; 0.041% of 370,000 active;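 also: potency is read from the fitted curve at half-maximal effect; 0% = no-compound wells and -100% = no-enzyme wells; nearly all actives have a fitted effect of over 25% in size; some results filed as inactive show a strong effect at the top dose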
#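 20 mM phosphate pH 7.0 + 0.01% (detergent screen) or 0.0001% Triton X-100; 5.3 nM AmpC reagent; cpd preinc 15 min RT; nitrocefin (800 uM stock) to start; A480 q20 s × 4 min; Activity was normalised to no-enzyme and no-compound control wells.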
# Sm TGR inh = inhibitors of Schistosoma mansoni thioredoxin glutathione reductase; Potency, µM (titrated, usually from 114 µM), without a hit: top-dose activity change, negative = inhibition, usual class: inhibitors; 3% of 360,000 active; Q962Y6; purified TGR, DTNB reduction, TNB absorbance 405 nm; also: potency is read from the fitted curve at half-maximal effect; nearly all actives have a fitted effect of over 60% in size
#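 Kinetic colorimetric format: TGR-catalysed, NADPH-driven DTNB reduction monitored via TNB absorbance. Enzyme dispensed at 20 nM; compound exposure 15 min at room temperature before reaction start.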
# * = called active by the depositor; ? = inconclusive; nt = no result given; & = joins results of further samples; [ ] = another dose, or the depositor's remark. Unless noted, calls follow the shape of the dose curve; as a rule, active = well fitted curve in the direction sought with a large enough effect; inconclusive = small, poorly fitted or top-dose-only effect, or another doubt; inactive = no such curve, though single readings can be large; an effect the other way counts as inactive or inconclusive. Unless noted, % is scaled to controls: 0 for no effect and ±100 for the full control effect.
# The opening two compounds (preview)
1: Cc1ccc(C(=O)N/C(=C/c2cccs2)C(=O)N2CCCCC2)cc1
2: CCN(CC)S(=O)(=O)c1nnc(NC(=O)c2ccc(C(C)C)cc2)s1
assay / compound	1	2
AmpC inh no detg	-2%	nt
HCMV inh	-26	-8
Tb PYK inh	5%	1%
LmPK inh	-2%	nt
AMA1 RON2 block	15%	nt
AmpC detergent	-8%	20%
Sm TGR inh	-18%	-5%

# The list itself, previewed entries included:
1: Cc1ccc(C(=O)N/C(=C/c2cccs2)C(=O)N2CCCCC2)cc1
2: CCN(CC)S(=O)(=O)c1nnc(NC(=O)c2ccc(C(C)C)cc2)s1
3: COc1ccc(NC(=O)CSc2nc3nc(C)c(Cc4ccccc4Cl)c(C)n3n2)cc1OC
4: O=S(=O)(c1ccc(Br)c2ccccc12)N1CCCC1
5: Cc1ccc(C(=O)CCNc2ccc(Cl)cc2)o1
6: Cc1c(C(=O)O)c(C(=O)O)c2n1CCS2
7: O=C(Nc1ccc2c(c1)OCCO2)c1c(F)c(F)c(F)c(F)c1F
8: COc1ccc(NC(=O)c2c(C)oc3ccc(O)c(CN4CCN(Cc5ccccc5)CC4)c23)cc1Cl
assay / compound	1	2	3	4	5	6	7	8
AmpC inh no detg	-2%	nt	nt	-12%	-14%	-23%	-11%	nt
HCMV inh	-26	-8	-5	-31	40	?	17	-14
Tb PYK inh	5%	1%	-2%	-1%	-1%	3%	-24%	4%
LmPK inh	-2%	nt	nt	1%	8%	3%	7%	nt
AMA1 RON2 block	15%	nt	nt	9%	-3%	-12%	-1%	nt
AmpC detergent	-8%	20%	-1%	-8%	6%	9%	?	22%
Sm TGR inh	-18%	-5%	-1%	9%	-32%	17%	5%	-14%

# Another view of part of the listing above.
6: Cc1c(C(=O)O)c(C(=O)O)c2n1CCS2
  AmpC inh no detg = -23% | HCMV inh = ? | Tb PYK inh = 3% | LmPK inh = 3% | AMA1 RON2 block = -12% | AmpC detergent = 9% | Sm TGR inh = 17%
7: O=C(Nc1ccc2c(c1)OCCO2)c1c(F)c(F)c(F)c(F)c1F
  AmpC inh no detg = -11% | HCMV inh = 17 | Tb PYK inh = -24% | LmPK inh = 7% | AMA1 RON2 block = -1% | AmpC detergent = ? | Sm TGR inh = 5%

# Further structures
9: c1ccn(-c2ccc(-c3ccn[nH]3)cc2)c1
10: CCCn1c(SC(C)C(=O)O)nc2ccccc21 (stereo not given)
11: C[C@@H]1CN([C@@H](C)CO)C(=O)CCCn2nncc2CO[C@H]1CN(C)S(=O)(=O)c1ccc(Oc2ccccc2)cc1
12: CCOc1ccc(N2C(=O)C3ON(c4ccccc4)C(c4ccco4)C3C2=O)cc1 (stereo not given)
13: CCC1CO/C(=C(\C(=C(Cl)Cl)N2CCOCC2)[N+](=O)[O-])N1 (stereo not given)
14: OC(c1ccccc1)(c1nc(-c2cccc(C(F)(F)F)c2)cs1)C(F)(F)F (stereo not given)
15: CCCN(CC(=O)Nc1ccccc1C)C(=O)/C=C/c1ccc(OC)c(OC)c1
16: COc1ccccc1NC(=O)COC(=O)C12CC3CC(CC(Cl)(C3)C1)C2
assay / compound	9	10	11	12	13	14	15	16
AmpC inh no detg	-21%	-2%	nt	-35%	0%	nt	nt	-10%[2.29 µM]
HCMV inh	29	nt	-4	-15	-22	-28	-15	-14
Tb PYK inh	-3%	-3%	-1%	4%	4%	1%	2%	-1%
LmPK inh	-5%	-6%	nt	2%	7%	nt	nt	-2%
AMA1 RON2 block	-9%	3%	7%	?	-12%	17%	14%	8%
AmpC detergent	-12%	-7%	nt	2%	7%	nt	nt	?
Sm TGR inh	6%	-13%	nt	?	6%	nt	nt	7%

17: CC(C)(C)NC(=O)NC(=O)COC(=O)c1nc(-c2ccccc2)n(-c2cccc(C(F)(F)F)c2)n1
18: COc1cccc(OCc2nnc(SCc3cc(=O)[nH]c4ccccc34)o2)c1
19: Cc1nnc(-c2ccc(N3CCCCCC3)c([N+](=O)[O-])c2)o1
20: CSC1=C(C#N)C(CC(C)C)C(C(C)=O)=C(C)N1 (stereo not given)
21: Cn1c(N)c(C(=O)CSc2nc3ccccc3n2-c2ccccc2)c(=O)n(C)c1=O
22: Cc1cccc(N2CCN(C(=O)COc3ccc4c(c3)CCC4)CC2)c1C
23: O=C(CC1C(=O)NCCN1C/C=C/c1ccccc1)NCCCC1CCCC1 (stereo not given)
24: COc1cccc(-n2c(=S)sc3c(=O)n(-c4ccccc4OC)c(SCC4OCCO4)nc32)c1
assay / compound	17	18	19	20	21	22	23	24
AmpC inh no detg	144%[activator]	26%	51%	-17%	-4%	-1%	197%[activator]	-14%
HCMV inh	?	31	61	-2	3	-10	?	105
Tb PYK inh	4%	-10%	-12%	-15%	-8%	-11%	2%	-4%
LmPK inh	0%	1%	9%	4%	0%	0%	2%	6%
AMA1 RON2 block	-12%	2%	-6%	7%	35%[activator]	-9%	27%	-1%
AmpC detergent	-3%	-1%	-4%	-10%	?	0%	4%	?
Sm TGR inh	-1%	6%	30%	-27%	-9%	-3%	11%	-1%

25: Cc1onc(NC(=O)NC(=O)c2c(Cl)cccc2Cl)c1Br
26: CC1(c2ccc(Cl)cc2)NC(=O)N(CC(=O)Nc2ccc(N3CCCCC3)cc2)C1=O (stereo not given)
27: O=C(c1ccccc1)c1cnc(-c2ccc(Cl)cc2)s1
28: CN(c1ccc(C(=O)NCCc2ccccc2)cc1)S(C)(=O)=O
29: N#CCN1C(=O)NC2(CCCc3sccc32)C1=O (stereo not given)
30: COc1ccc(NC(=O)c2cnn(-c3ccccc3)c2C)cc1OC
31: COc1cc(C2SC[C@H]3C(=O)N(c4ccccc4)C(=O)N23)cc(OC)c1OC (stereo not given in full)
32: CC(c1nnc(SCn2nnc3ccccc3c2=O)n1-c1ccc(Cl)cc1)N(C)C (stereo not given)
assay / compound	25	26	27	28	29	30	31	32
AmpC inh no detg	-40%	-18%	-10%	-4%	-10%	-7%	nt	37%
HCMV inh	-8	-1	71	76	-6	115	-2	-17
Tb PYK inh	-6%	-5%	nt	1%	2%	-3%	2%	-4%
LmPK inh	0%	nt	?	?	-2%	-12%	nt	3%
AMA1 RON2 block	-14%	-29%	20%	-9%	13%	3%	nt	3%
AmpC detergent	-15%	-14%	-2%	0%	-8%	-12%	-3%	?
Sm TGR inh	14%	-3%	10%	-7%	-9%	0%	-16%	-4%

33: COc1ccc([C@@H]2CC=C(C(=O)O)[C@H](c3cccc(Cl)c3)N2S(=O)(=O)c2ccc(C)cc2)cc1OC
34: COC(=O)N[C@H](CC(C)=O)c1cccc(C(F)(F)F)c1
35: COc1ccc(C)cc1S(=O)(=O)N1CCC2(CC1)OCCN2S(=O)(=O)c1cccs1
36: O=C(NC1CCCCC1)NC1CC2CCC(C1)N2Cc1nnnn1Cc1ccc2c(c1)OCO2 (stereo not given)
37: O=C(Nc1ccon1)c1cccc(Cl)c1
38: Cc1sc(NC(=O)CSc2nnnn2C2CCCC2)c(C#N)c1C
39: O=C(Cn1c(=O)c2cccn2c2cccnc21)NCCCN1CCN(c2ccc(F)cc2)CC1
40: CC(C)c1nnc(NC(=O)CCC(=O)NCC2CCCO2)s1 (stereo not given)
assay / compound	33	34	35	36	37	38	39	40
AmpC inh no detg	-11%	-3%	-27%	49%	-12%	-18%	32%	-23%
HCMV inh	-21	3	6	-6	5	4	-24	22
Tb PYK inh	-3%	-3%	-5%	-4%	2%	1%	0%	1%
LmPK inh	nt	5%	nt	-4%	-4%	2%	-21%	-5%
AMA1 RON2 block	-4%	2%	-2%	0%	2%	9%	-15%	-8%
AmpC detergent	0%	-6%	?	?	-1%	-15%	-3%	?
Sm TGR inh	-7%	-11%	-3%	-20%	0%	?	-1%	8%

41: COc1ccc(Cc2c(N)nc(N)nc2N)cc1
42: CC(=O)OCC(=O)C1(O)CCC2C3CCC4=CC(=O)CCC4(C)C3C(O)CC21C (stereo not given)
43: O=C(NCCCN1CCOCC1)c1cc(-c2ccccc2F)no1
44: CC(C)CN(C(=O)COC(=O)c1cccs1)c1c(N)n(Cc2ccccc2)c(=O)[nH]c1=O
45: CCOC(=O)c1c(-c2ccc(OC)c(OC)c2)csc1NC(=O)C1CCCO1 (stereo not given)
46: CCC(Cc1ccccc1)NC(=O)c1cccc(Nc2nc3ccccc3nc2-n2nc(C)cc2C)c1 (stereo not given)
47: CC(Oc1ccccc1)C(=O)Nc1cccc([N+](=O)[O-])c1 (stereo not given)
48: CCOC(=O)c1c(C)oc2ccc(NS(=O)(=O)c3ccc(C(=O)O)cc3)cc12
assay / compound	41	42	43	44	45	46	47	48
AmpC inh no detg	-15%	nt	-10%	nt	152%[activator]	nt	-20%	-19%
HCMV inh	-27	41	2	?	75	3	?	0
Tb PYK inh	-3%	5%&0%	1%	-4%	-6%	-8%	4%	1%
LmPK inh	-9%	nt	-12%	nt	0%	nt	-3%	2%
AMA1 RON2 block	31%[activator]	-4%	-1%	0%	-24%	nt	-10%	1%
AmpC detergent	1%	nt	1%	nt	-10%	12%	6%	-4%
Sm TGR inh	9%	nt	-10%	nt	13%	0%	0%	nt

49: O=C(COc1ccccc1F)Nc1ccccc1C(=O)NC1CC1
50: CC1CC1C(=O)Nc1ccc(-c2ccccc2)cc1 (stereo not given)
51: CC(=O)C1=C(C)OC(N)=C(C(=O)OC(C)C)C12C(=O)Nc1ccccc12 (stereo not given)
52: COc1cccc(C(=O)Nc2c(F)c(F)c(F)c(F)c2F)c1
53: Cc1cccc(OCc2nc3ccccc3n2C)c1
54: Cc1c(C=O)c2ccccc2n1CC(=O)NCc1ccc2c(c1)OCO2
55: N#Cc1c(-c2ccccc2)nc(-c2ccncc2)[nH]c1=O
56: CNC(=O)c1ccsc1NC(=O)CCS(=O)(=O)c1ccc(Cl)cc1
assay / compound	49	50	51	52	53	54	55	56
AmpC inh no detg	-18%	8%	-22%	-10%	-15%	3%	-15%	0%
HCMV inh	-20	-13	71	34	68	-32	?	?
Tb PYK inh	-6%	0%	-7%	-5%	2%	6%	1%	-2%
LmPK inh	nt	0%	13%	-4%	4%	0%	0%	nt
AMA1 RON2 block	21%	-10%	-1%	-12%	-20%	-5%	-3%	7%
AmpC detergent	1%	-4%	-2%	?	-3%	-12%	-12%	?
Sm TGR inh	-4%	4%	3%	-20%	-2%	5%	-3%	-5%
